# Source: PubChem
# DENV2 CPE: inhibitors of DENV2 cytopathic effect, primary screen, cell-based, plate reader, single concentration | DENV2-infected cells, cytopathic effect rescue | CPE inhibition, % at 9.99 µM | 1.7% of 350,000 active; in the data active = CPE inhibition above about 20%, passing the limit was not always enough; inconclusive = no clear call, values can overlap the other calls; tested in BHK-21 cells;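 also: 0% = median of neutral control wells and 100% = median of positive control wells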
# INS-1E GSIS act: GLuc luminescence reporter in INS-1E cells, primary screen for activators of glucose-dependent secretion of insulin. INS-1E GLuc reporter insulin secretion, 2-3 h. activation, % at 16.6 µM. 0.61% of 370,000 active;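 active = lowest replicate activation of at least 40%, so every replicate reaches that level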;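 also: 0% = median of neutral control wells and 100% = median of IBMX positive control wells; some compounds called inactive have numbers as strong as hits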
# CASP6 VEID inh: human caspase-6 inhibitors, primary screen, biochemical, VEID-R110 fluorescence, single point, set 2; P55212; purified caspase-6, Z-VEID-R110 cleavage fluorescence; inhibition, % at 12.5 µM; 0.53% of 350,000 active;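 active = mean inhibition across replicates at least about 35%, with every replicate also reaching that limit, limit read from the data; inconclusive = only one of the two criteria met; inactive = neither criterion met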;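 also: 0% = median of neutral control wells and 100% = no fluorescence left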
# Target sequence (P55212 24-179 limits assumed): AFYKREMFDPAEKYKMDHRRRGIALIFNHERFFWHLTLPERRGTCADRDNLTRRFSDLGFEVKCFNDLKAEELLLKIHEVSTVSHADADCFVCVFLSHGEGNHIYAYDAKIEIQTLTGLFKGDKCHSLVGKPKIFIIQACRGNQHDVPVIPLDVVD
# Target sequence (P55212 194-293 limits assumed): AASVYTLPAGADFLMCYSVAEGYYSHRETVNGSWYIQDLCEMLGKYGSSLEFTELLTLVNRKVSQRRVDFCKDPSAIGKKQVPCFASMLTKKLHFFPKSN
# E-sel inducer: E-selectin induction in HUVECs, primary screen, imaging, HUVEC, immunofluorescence imaging, single point | 0.37% of 260,000 active | AID 686992, 2013 | normalized: neutral wells 0, TNF-alpha wells 100 | activation, % at 7.58 µM | P16581;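 active = mean E-selectin-positive cell signal at least 10% of the positive control, reached in at least 60% of replicates, without over 20% cell loss; inconclusive = no rule given, readout overlaps actives, possibly toxicity-flagged; inactive = the rest, including those meeting only one limit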;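 also: in these data hits start at about 27%; measured in HUVEC primary endothelial cells; signal is the percent of cells scored E-selectin positive by PE staining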
#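 material = human umbilical vein endothelial cells (HUVEC), E-selectin induction | quantity = 3,000 cells/well | medium = EGM-2 growth medium on 0.1% gelatin-coated wells | technique = immunofluorescence imaging | read-out basis = % PE-positive cells | control set = TNF-alpha positive control, DMSO neutral control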
# RAD54 branch: inhibitors of human RAD54 branch migration, primary screen, biochemical, fluorescence, single point; inhibition, % at 10.4 µM; DNA repair and recombination protein RAD54-like (Homo sapiens), Q92698; 0.14% of 360,000 active; RAD54 Holliday junction branch migration, FAM/BHQ fluorescence;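 active = mean normalized replicate activity at least 40 and at least half of replicates scoring 40 or more; inconclusive = only one of the two criteria met; inactive = mean below 40 and under half of replicates reaching 40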;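 also: 0% = median of neutral control wells and 100% = median of positive control wells; inhibitors cause a drop in the FAM fluorescence signal; in these data hits start at about 50%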
# F508del corr: F508del CFTR correction, initial screen, CFBE line, single point; activity (quench increase), % at 7.58 µM; CFBE cells, YFP halide quenching; stimulated with forskolin plus potentiator P3; % fluorescence drop versus neutral controls; 0.36% of 350,000 active; AID 720511, 2013;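 active = mean added fluorescence quench of at least 8% versus neutral control, with both replicates also reaching 8%; inconclusive = only one of the mean or replicate conditions met; inactive = mean below 8% and not both replicates reaching 8%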;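 also: cells transiently co-express mutant CFTR-F508del with the halide-sensitive YFP; corrector assay measuring rescue of mutant channel to the surface after 24 h compound exposure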
# RAD52 anneal inh: RAD52 DNA annealing inhibitors, primary screen, biochemical, FRET, single point, set 2. DNA repair protein RAD52 homolog (Homo sapiens), P43351. recombinant RAD52 DNA annealing, FRET fluorescence. inhibition, % at 18.7 µM. 0.46% of 360,000 active;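 active = every replicate showing at least 50% inhibition; inconclusive = mean inhibition at least 50% but not in every replicate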
# Target sequence (P43351 whole entry, looked up): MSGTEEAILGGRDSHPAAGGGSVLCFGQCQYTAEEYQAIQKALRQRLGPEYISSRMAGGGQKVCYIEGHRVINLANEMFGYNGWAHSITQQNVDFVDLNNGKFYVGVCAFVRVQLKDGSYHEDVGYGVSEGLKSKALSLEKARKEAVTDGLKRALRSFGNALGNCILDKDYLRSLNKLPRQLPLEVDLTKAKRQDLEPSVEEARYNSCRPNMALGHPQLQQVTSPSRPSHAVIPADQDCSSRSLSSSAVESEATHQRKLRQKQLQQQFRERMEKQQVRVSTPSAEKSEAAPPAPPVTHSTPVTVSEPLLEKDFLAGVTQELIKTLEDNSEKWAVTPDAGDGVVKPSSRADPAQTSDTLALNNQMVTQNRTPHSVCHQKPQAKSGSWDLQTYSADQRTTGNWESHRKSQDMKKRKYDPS
# Xi reactivation: activators of inactive X chromosome reactivation, primary screen, imaging, XiGFP fibroblasts, GFP high-content imaging, set 2; XiGFP mouse fibroblasts, % GFP-positive cells imaging, 3 d; cells co-treated with 5-aza-dC sensitizer; scaled so ellipticine positive control = 100%; activation, % at 7.58 µM; 0.055% of 360,000 active;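 active = mean normalized replicate activation at least 10% and every replicate at or above 10%; inconclusive = only one of the two criteria met; inactive = mean below 10% and not all replicates reach 10%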;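 also: 0% = median of on-plate neutral control wells and 100% = ellipticine 6 µM median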
#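 Material: XiGFP fibroblasts, SV40-immortalized. Buffer or medium: DMEM plus 5-aza-dC sensitizer. Compound: single concentration per compound, delivered by pin transfer. Times: 3 days compound exposure. Controls: ellipticine 6 µM.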
# Starred values were filed as active, the others as inactive; ? = inconclusive; · = not tested or not shown.
SMILES,DENV2 CPE,INS-1E GSIS act,CASP6 VEID inh,E-sel inducer,RAD54 branch,F508del corr,RAD52 anneal inh,Xi reactivation
CCOC(=O)CC1(NC(=O)C2CCC(=O)N(Cc3ccccc3OC)C2)CCCCC1 (stereo not drawn),2.1,-8.9,2.9,-0.3,0.0,-3.2,-13.6,0.1
CC(C)NC(=O)Nc1ccc2c(c1)CC(=O)N([C@H](C)CO)C[C@H](C)[C@H](CN(C)C(=O)Nc1ccccc1)O2,13.1,11.4,1.7,-0.1,3.6,1.8,-13.0,0.1
COc1ccc(N2C(=O)CC(c3cc(OC)c(OC)c(OC)c3)CC2=O)cc1,-4.3,·,-4.1,·,-7.0,1.8,-11.9,0.0
CC(C)NC(=O)N(C)C[C@@H]1OCCCC[C@H](C)Oc2ccc(NC(=O)CCC(F)(F)F)cc2C(=O)N([C@H](C)CO)C[C@@H]1C,·,13.4,·,-0.1,5.6,-0.4,·,0.0
C[C@@H]1CN([C@H](C)CO)S(=O)(=O)c2ccc(/C=C/c3ccccc3)cc2O[C@@H]1CN(C)C(=O)C1CC1,-5.3,-31.7,2.4,0.0,0.4,-0.9,35.3,0.0
CCOC(=O)C1CCN(S(=O)(=O)c2cc(F)ccc2OC)CC1,13.3,-2.1,-0.1,·,·,-1.1,-9.6,0.1
NC(=O)[C@@H]1CCCN1C(=O)c1ccc2nc(Cc3cccc(Cl)c3)oc2c1,4.8,10.7,0.9,-0.3,-15.4,1.0,-16.5,-0.1
COc1cc(NC(=S)NN2CCN(C)CC2)cc(OC)c1OC,-2.3,6.6,-4.7,·,-23.7,-4.4,-10.0,0.1
CSCCC(NC(=O)c1ccccc1)C(=O)Nc1ccc(C)cc1 (stereo not drawn),14.2,-11.2,2.8,·,·,-2.7,-10.6,0.0
O=C(NC1CCCC1)C(c1ccccc1)n1c(-c2ccc3c(c2)CCO3)nc2ccccc21 (stereo not drawn),7.5,-6.0,-0.2,0.2,·,-0.4,-48.5,0.0
O=C(CN1CCOCC1)N1C[C@@H]2N[C@H](C1)C2c1ccc(-c2ccncc2)cc1 (stereo partly drawn),-7.0,2.7,·,-0.1,·,-2.7,·,1.4
N#CC1=C(SCc2ccccc2Cl)NC(=O)C(C(N)=O)C1 (stereo not drawn),2.0,5.5,-0.1,·,-1.6,0.9,-5.1,·
Cc1ccc(N/N=C(\C#N)C(=N)N2CCOCC2)cc1,-1.6,-7.1,1.8,·,·,1.8,-2.4,0.0
CCC1CCCCN1S(=O)(=O)c1ccccc1[N+](=O)[O-] (stereo not drawn),5.7,-12.3,1.4,5.6,-4.0,-3.2,-1.3,0.0
CCCCCC(=O)Nc1cccc(C2=NOC3(C2)C[C@@H](C(N)=O)N(C(=O)c2cc([N+](=O)[O-])cc([N+](=O)[O-])c2)C3)c1 (stereo partly drawn),-16.4,-4.3,0.4,1.2,-0.5,-3.1,-9.4,0.0
CCCCS(=O)(=O)N1CCCC(C(=O)NCCc2ccccc2)C1 (stereo not drawn),-3.6,-2.7,-2.4,-1.0,-1.4,0.7,-19.4,0.0
Cc1ccc(OC(=O)c2cncc(Br)c2)c(C)c1,1.3,8.6,15.4,·,2.2,0.2,-8.3,0.2
Cc1cc(Sc2nnc(N)s2)c2ccccc2n1,-2.4,-0.1,-1.0,0.3,·,4.0,-4.7,0.2
Cc1c(OCC(=O)N(C)c2ccccc2)ccc2c3c(c(=O)oc12)CCC3,?,-5.0,4.6,0.1,5.1,-1.8,5.8,0.2
C[C@@H](NC(=O)/C(C#N)=C/c1ccc(O)c(O)c1)c1ccccc1,-4.8,·,12.1,2.7,0.3,1.6,-22.2,0.1
CCCNC(=O)[C@H]1[C@H](CO)[C@H]2Cn3c(ccc(-c4ccc(F)cc4)c3=O)[C@@H]1N2C(=O)NC(C)C,-1.3,5.5,-2.2,-0.3,3.4,·,6.2,0.4
O=C(CN1CCOCC1)N1CC(=O)N2[C@H](CO)[C@@H](c3ccc(-c4ccccc4)cc3)[C@H]2C1,-3.8,22.6,0.5,0.4,·,-2.4,-7.6,0.2
CCOc1ccc(Cn2c(C)nc([N+](=O)[O-])c2SCC(O)CCl)cc1[N+](=O)[O-] (stereo not drawn),·,8.7,0.6,·,-4.6,0.9,-4.4,·
CSC(=S)NCc1cccnc1,-6.4,-1.1,-3.9,·,·,·,-8.1,0.2
N#C[C@H]1[C@H](c2ccc(C#CC3CC3)cc2)[C@H](CO)N1C(=O)Cc1ccccn1,-2.1,5.8,-0.7,-0.3,5.6,-0.7,-10.1,-0.1
N#Cc1cc2ccccc2nc1SCC(=O)NC1CC1,-1.8,11.9,·,0.8,-8.1,0.9,-14.2,0.0
Cc1ccc(CN2CC(=O)N3[C@H](C2)[C@H](c2ccc(-c4ccccc4F)cc2)[C@@H]3CO)cc1,-5.1,-7.1,-1.7,0.0,·,1.6,-3.8,0.0
O=C(C[C@@H]1CC[C@H]2[C@@H](COC[C@H](O)CN2C(=O)Cc2ccccc2)O1)NC1CCC1,13.0,3.5,0.5,0.0,-4.2,2.1,14.4,0.1
O=C(CC1CC1)N1[C@H](CO)[C@H]2c3ccccc3N(S(=O)(=O)c3ccccc3F)C[C@H]21,-2.1,12.1,0.4,0.0,-17.6,0.4,-11.7,0.1
COc1ccc(CCNC(=O)C(=O)c2c(C)n(C)c3ccccc23)cc1OC,-0.7,46.0*,0.5,·,1.5,-2.6,-7.0,0.0
COC(=O)CN1C(=O)[C@H]2[C@@H](C3CC3)N3C(=O)CN(Cc4ccccn4)C(=O)[C@@]3(Cc3ccccc3)[C@H]2C1=O,-4.0,-4.8,-3.1,-0.1,-8.3,-1.8,-19.2,0.0
Cc1cc(NC(=O)CSc2nc(=O)n3cccc(C)c3n2)no1,-3.6,9.8,0.4,0.1,-4.8,1.4,-0.2,0.1
CN(NC(=O)c1ccccc1F)c1ccc([N+](=O)[O-])cn1,-2.2,-8.6,0.5,0.2,-2.3,1.0,-22.3,0.1
CN(CC(=O)Nc1ccc(Cl)cc1)C(=O)c1ccc(NS(=O)(=O)c2ccc3[nH]c(=O)[nH]c3c2)cc1,0.5,-1.9,6.8,·,2.4,-4.0,-9.0,0.0
Cc1noc(C)c1S(=O)(=O)N(C)C[C@@H]1Oc2c(NC(=O)C3CC3)cccc2C(=O)N([C@H](C)CO)C[C@@H]1C,2.5,4.1,2.5,-0.2,-1.3,-2.5,-9.6,0.0
CCCC#Cc1cnc2c(c1)C(=O)N([C@H](C)CO)C[C@H](C)[C@H](CN(C)Cc1ccccc1F)O2,?,-0.3,0.8,·,-1.6,3.9,2.4,1.0
COc1ccc(/C=C2\CCCc3c2nc2ccc(C)cc2c3C(=O)O)cc1O,8.4,-27.7,1.9,·,-17.8,0.5,-10.6,0.2
COc1cc(CCC(=O)OCC(=O)NCc2ccc(Cl)cc2)cc(OC)c1OC,·,12.6,-5.1,·,·,-3.3,-18.5,0.0
COCCCn1c(C(=O)N2CCOCC2)cc2c(=O)n3ccccc3nc21,7.8,6.0,-0.9,0.2,-3.4,-2.4,-15.2,0.3
Cc1cc(C)cc(Oc2c(C(F)(F)F)oc3cc(OCC(=O)O)ccc3c2=O)c1,17.0,10.2,15.6,·,-4.2,-2.4,-14.9,0.0

# Some entries already given, showing only E-sel inducer and INS-1E GSIS act.
compound,E-sel inducer,INS-1E GSIS act
Cc1cc(NC(=O)CSc2nc(=O)n3cccc(C)c3n2)no1,0.1,9.8
CN(NC(=O)c1ccccc1F)c1ccc([N+](=O)[O-])cn1,0.2,-8.6

# Further results follow.
SMILES,DENV2 CPE,INS-1E GSIS act,CASP6 VEID inh,E-sel inducer,RAD54 branch,F508del corr,RAD52 anneal inh,Xi reactivation
COc1ccc(OC)c(S(=O)(=O)Nc2cccc3ccc(O)cc23)c1,6.1,-9.7,4.8,·,·,0.3,-7.2,0.2
COc1ccccc1N1CCN(S(=O)(=O)c2ccc(-c3ccc(=O)[nH]n3)o2)CC1,12.8,-0.4,·,·,·,2.1,-1.0,0.0
CCOC(=O)c1ccc(NC(=O)c2ccc3c(c2)C(=O)N(CC2CCCO2)C3=O)cc1 (stereo not drawn),4.9,-7.7,1.5,-0.4,-3.0,-1.2,6.7,0.0
COc1cc(NC(=O)CSc2nnc3ccccn23)cc(OC)c1,5.0,-6.6,4.3,-0.3,-1.3,-0.9,-11.0,0.1
CCCCCC1CC(CC(=O)Nc2ccc([N+](=O)[O-])cc2)OC1=O (stereo not drawn),-4.3,·,-1.5,·,·,0.2,-9.4,0.1
COc1ccc(C2=C/C(=C\c3cccc(OC(C)=O)c3)C(=O)O2)cc1,3.0,-0.4,1.8,1.4,·,-0.4,-22.2,0.1
CC(=O)c1ccc(NC(=O)CC2S/C(=N/N=C3CCCCCC3)NC2=O)cc1 (stereo not drawn),-8.5,12.7,4.1,·,6.0,-0.9,-12.8,0.0
Cc1noc(C)c1S(=O)(=O)Nc1ccc2c(c1)C(=O)N([C@H](C)CO)C[C@@H](C)[C@H](CN(C)C(=O)Nc1ccc(F)cc1)OCCCC[C@H](C)O2,-6.7,-14.4,1.1,0.0,-0.1,-0.1,14.7,-0.1
COc1cc(C(=O)COC(=O)C2CCN(c3ccc(C(F)(F)F)cn3)CC2)ccc1OC(F)F,-10.0,-3.6,1.9,·,5.8,-1.0,-8.7,0.0
O=C(c1ccco1)N1CCN(S(=O)(=O)c2ccc(S(=O)(=O)NC3CC3)cc2)CC1,3.4,21.7,-0.4,·,·,1.2,3.6,·
Cc1nc2nc(-c3ccccc3)[nH]n2c(=O)c1C,0.2,6.1,-0.6,·,9.6,0.4,-11.2,·
C[C@H]1CN([C@@H](C)CO)C(=O)c2cc(NC(=O)Cc3ccccc3)ccc2O[C@@H]1CN(C)CC1CC1,1.2,12.2,-0.8,-0.4,·,0.4,-13.9,0.1
Cn1c(SCc2ccccc2)nc2c1c(=O)[nH]c(=O)n2C,-3.5,8.7,-0.3,0.6,-2.2,1.1,-14.3,0.1
C[C@H](O)C#Cc1cnc2c(c1)C(=O)N([C@H](C)CO)C[C@H](C)[C@H](CN(C)C(=O)CN(C)C)O2,-6.4,22.2,-0.3,-0.1,6.6,-0.8,-15.2,-0.7
O=C(COC(=O)/C=C/c1ccc(F)cc1)NCC1CCCO1 (stereo not drawn),5.8,-21.4,1.0,-1.3,-2.2,-3.1,-14.7,0.0
CN1CCN(C(=O)[C@@H]2[C@@H](CO)[C@@H]3Cn4c(ccc(C5=CCCCC5)c4=O)[C@H]2N3S(C)(=O)=O)CC1,-1.7,-1.1,-2.0,-0.2,-1.5,·,3.2,-0.1

# Not a hit list, and some 3.7% of all compounds hit somewhere here.
